High-throughput results deposited in PubChem BioAssay by Sanford-Burnham Center for Chemical Genomics.
mIAP inh: inhibitors of mouse IAP, primary screen, biochemical, luminescence, uHTS; intestinal alkaline phosphatase [Mus musculus]; hit rate 0.2% among 330,000; purified mouse IAP, CDP-Star luminescence, 30 min; inhibition, % at 10 µM;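 active = inhibition of at least 40% at 10 µM in the primary screen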;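 also: plate controls were DMSO with enzyme for no effect and no enzyme wells for full effect; values of inactives mirror those of a sister screen read the other way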
MPTP inh: mitochondrial permeability transition pore inhibitors, primary screen, biochemical, isolated mouse mitochondria, absorbance; hit rate 1.4% among 360,000; Ca2+ swelling absorbance, 30 min; inhibition, % at 10 µM; AID 602449, 2012;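 active = inhibition of 50% or more, scaled per plate between neutral and stimulator controls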;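 also: 0% = DMSO wells given calcium and 100% = 1 mM EGTA wells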
MIN6 prolif: inducers of MIN6 beta-cell proliferation, primary screen, ATP luminescence, uHTS. proliferation, % at 10 µM. hit rate 0.29% among 330,000. MIN6 cells proliferation, ATPlite luminescence, 48 h; cells starved in 0.2% serum; 100% = growth in 10% serum. AID 2380, 2010;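 active = compounds whose signal lies at least 3.5 SD above the mean of all wells on their plate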;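 also: 0% = DMSO-treated cells in low-serum medium and 100% = 10% serum control; some compounds called inactive have numbers as strong as hits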
NR3A LBD binder: binders of NR3A ligand-binding domain, primary screen, biophysical, differential scanning fluorimetry, uHTS | AID 1259313, 2017 | Tm shift relative to glycine control, % at 25 µM | NR3A LBD differential scanning fluorimetry, Tm shift; 0% = protein alone, 100% = glycine-bound protein | hit rate 2.5% among 340,000;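 active = melting temperature shift of at least 10% of the positive control shift, at one fixed dose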
hIAP act: human IAP activators, primary screen, biochemical, luminescence, uHTS. Intestinal-type alkaline phosphatase (Homo sapiens), P09923. purified human IAP, CDP-Star luminescence, 30 min; stronger effect = higher value; 1 = vehicle-only enzyme, 0 = enzyme-free background. activation factor at 10 µM. hit rate 0.16% among 330,000. AID 2524, 2010;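 active = activation factor of the enzyme at least 2-fold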; also: the source names both 10 and 20 µM as test concentration; values of inactives mirror those of a sister screen read the other way
Target sequence (P09923 whole entry, looked up): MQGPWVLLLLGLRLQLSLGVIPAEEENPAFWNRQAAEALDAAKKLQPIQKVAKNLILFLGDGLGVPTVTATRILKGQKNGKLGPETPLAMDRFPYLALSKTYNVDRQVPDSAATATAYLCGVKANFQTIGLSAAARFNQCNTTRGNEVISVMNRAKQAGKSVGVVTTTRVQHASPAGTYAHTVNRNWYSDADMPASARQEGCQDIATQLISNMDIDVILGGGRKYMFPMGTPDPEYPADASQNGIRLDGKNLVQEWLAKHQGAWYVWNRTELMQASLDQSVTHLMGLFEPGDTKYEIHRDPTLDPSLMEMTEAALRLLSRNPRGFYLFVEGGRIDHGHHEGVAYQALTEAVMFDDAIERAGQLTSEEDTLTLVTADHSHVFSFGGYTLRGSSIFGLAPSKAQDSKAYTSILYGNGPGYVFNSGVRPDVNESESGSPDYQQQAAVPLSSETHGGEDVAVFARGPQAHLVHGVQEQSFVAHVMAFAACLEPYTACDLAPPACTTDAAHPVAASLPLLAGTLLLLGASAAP
mIAP activ: activators of mouse IAP, primary screen, biochemical, luminescence, uHTS | intestinal alkaline phosphatase [Mus musculus] | muIAP, CDP-Star luminescence, 30 min; stronger effect = higher value; 1 = vehicle-only enzyme signal, 0 = enzyme-free wells | activation factor at 10 µM | hit rate 0.24% among 330,000 | AID 2805, 2010;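 active = activation factor of at least 2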; also: the source names both 10 and 20 µM as test concentration; values of inactives mirror those of a sister screen read the other way
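Assay system: mouse IAP enzyme; Reagent: CDP-Star chemiluminescent phosphatase substrate; Compound: DMSO-dissolved test compounds; Incubation: 30 min, room temperature; Technique: luminescence from enzymatic CDP-Star hydrolysis; Controls: DMSO-only wells and no-enzyme negative control.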
A3G deaminase: APOBEC3G DNA deaminase inhibitors, primary screen, biochemical, fluorescence, single-stranded DNA substrate, uHTS | DNA dC->dU-editing enzyme APOBEC-3G (Homo sapiens), Q9HC16 | recombinant A3G, ssDNA deamination FAM/TAMRA fluorescence | inhibition, % at 20 µM | hit rate 0.28% among 330,000 | AID 493012, 2011;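 active = inhibition of at least 40% at 20 µM, with no more than 30% in the related APOBEC3A deaminase screen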;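 also: plate controls were DMSO wells with A3G for no effect and wells lacking A3G enzyme for full effect; some compounds called inactive have numbers as strong as hits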
Target sequence (Q9HC16 whole entry, looked up): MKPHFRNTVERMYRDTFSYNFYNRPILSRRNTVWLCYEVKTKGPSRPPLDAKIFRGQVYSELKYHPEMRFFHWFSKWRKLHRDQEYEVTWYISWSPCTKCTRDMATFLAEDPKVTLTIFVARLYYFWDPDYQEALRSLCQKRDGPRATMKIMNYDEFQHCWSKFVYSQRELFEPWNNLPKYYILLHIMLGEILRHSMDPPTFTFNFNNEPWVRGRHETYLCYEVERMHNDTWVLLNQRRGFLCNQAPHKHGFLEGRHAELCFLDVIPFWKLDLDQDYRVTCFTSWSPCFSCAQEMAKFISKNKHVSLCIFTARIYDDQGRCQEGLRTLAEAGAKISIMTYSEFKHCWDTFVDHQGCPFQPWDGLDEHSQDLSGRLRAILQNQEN
APOBEC3A inh: APOBEC3A ssDNA deaminase inhibitors, primary screen, selectivity assay for APOBEC3G inhibitor project, biochemical, FAM/TAMRA oligo cleavage fluorescence. hit rate 0.41% among 330,000. recombinant A3A, FAM/TAMRA ssDNA deamination fluorescence. DNA dC->dU-editing enzyme APOBEC-3A (Homo sapiens), P31941. inhibition, % at 20 µM;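 active = at least 40% inhibition at 20 µM here, with at most 30% in a related deaminase screen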;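 also: plate controls were A3A with DMSO for no effect and wells lacking A3A enzyme for full effect; some results filed as inactive read as strong as hits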
Target sequence (P31941 whole entry, looked up): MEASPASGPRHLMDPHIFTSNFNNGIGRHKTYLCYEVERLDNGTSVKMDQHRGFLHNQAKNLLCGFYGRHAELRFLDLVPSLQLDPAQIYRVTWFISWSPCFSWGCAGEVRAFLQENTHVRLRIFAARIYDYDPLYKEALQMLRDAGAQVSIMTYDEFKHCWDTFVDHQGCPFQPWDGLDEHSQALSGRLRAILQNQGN
hIAP block: human IAP inhibitors, primary screen, biochemical, luminescence, uHTS; Intestinal-type alkaline phosphatase (Homo sapiens), P09923; purified IAP, CDP-Star luminescence, 30 min; inhibition, % at 10 µM; hit rate 0.12% among 330,000;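 active = inhibition reaching a set limit with compound at 10 µM in the primary screen, cut at about 35% in these data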;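 also: plate controls were DMSO wells with enzyme for no effect and no-enzyme buffer wells for full effect; values of inactives mirror those of a sister screen read the other way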
* marks the source's active call; other numbers are inactive results. Outcome played no part in choosing rows. About 5% of those tested had a hit in this group.

SMILES | mIAP inh | MPTP inh | MIN6 prolif | NR3A LBD binder | hIAP act | mIAP activ | A3G deaminase | APOBEC3A inh | hIAP block
CC(Oc1ccccc1)C(=O)Nc1c2c(nn1-c1ccccc1)CS(=O)C2 (stereo unspecified) | -6 | 0.8 | 3 | 0 | 1.1 | 1.1 | -7 | -3 | -7
Cc1cccc(N=C2Sc3nc4c(C)c(C)ccc4cc3CN2CCN2CCOCC2)c1 | 9 | 3.9 | -5 | 2 | 0.87 | 0.91 | -3 | 0 | 13
O=C(O)c1ccc(CSc2nc3ccccc3[nH]2)cc1 | -2 | 0.3 | -4 | 2 | 1.1 | 1 | -6 | 0 | -6
Cc1cc(=O)oc2c(C)c3occc3cc12 | 2 | 0.3 | 0 | 2 | 1.2 | 0.97 | 3 | 5 | -18
Cc1c(NC(=O)CSCc2ccc(Cl)cc2Cl)cccc1C(=O)O | 5 | -0.6 | -4 | 1 | 1.1 | 0.95 | -5 | -4 | -6
CC(=O)c1ccc(N2C(=NC(=O)C3CCCCC3)SC3CS(=O)(=O)CC32)cc1 (stereo unspecified) | 5 | -2.6 | -2 | 0 | 1 | 0.95 | -5 | -2 | -2
O=S1(=O)CCN2N=C(C3CC3)SC2=N1 | 6 | -0.3 | -3 | -1 | 0.98 | 0.94 | -6 | 1 | 2
COCCNC(=O)Nc1ccc2c(c1)N(C)C(=O)c1ccccc1S2 | -16 | 1.8 | -4 | 1 | 1 | 1.2 | -5 | -4 | -5
COc1ccccc1N1CCN(C(=O)c2cc(-c3ccc(F)cc3)[nH]c2C)CC1 | -14 | 2.3 | -4 | 0 | 0.98 | 1.1 | 3 | 0 | 2
C#Cc1ccc([C@@H]2C=C(C(=O)NCc3ccccc3)O[C@H](OCC)[C@H]2CCCO)cc1 | -12 | -0.3 | -6 | -1 | 1.1 | 1.1 | 0 | 6 | -8
CCOc1ccccc1N1CC(C(=O)N(CC)CC(=O)Nc2ccc3c(c2)OCCO3)CC1=O (stereo unspecified) | -2 | -0.5 | -3 | -1 | 0.97 | 1 | -3 | 1 | 3
COc1ccc(C(=O)NN)cc1COc1ccc(Br)cc1 | 2 | 0.4 | -4 | 0 | 1 | 0.98 | -5 | -5 | 0
Cc1cc(C)c(S(=O)(=O)Nc2cccnc2)c(C)c1 | -7 | -0.1 | -5 | -2 | 1.1 | 1.1 | -6 | -3 | -12
O=C(Nc1ccccc1)c1nc[nH]c1C(=O)NCc1ccccc1 | 7 | 1.3 | -3 | -18 | 1.5 | 0.93 | -9 | -4 | -52
O=C(NCc1cccs1)C1CCN(S(=O)(=O)c2ccccc2F)CC1 | -1 | -0.8 | -3 | -1 | 0.93 | 1 | 2 | 5 | 7
O=C(COC(=O)c1cccc([N+](=O)[O-])c1)NCc1cccs1 | 4 | -0.1 | -2 | 0 | 1.1 | 0.96 | -6 | 0 | -5
O=C(NCCc1ccc([N+](=O)[O-])cc1)c1ccccc1 | 7 | 2.1 | 0 | -1 | 1.1 | 0.93 | -3 | -2 | -10
O=C(c1ccccc1F)N(Cc1ccc(F)cc1)C1CCS(=O)(=O)C1 (stereo unspecified) | -1 | -2.4 | 4 | 1 | 0.99 | 1 | -3 | 2 | 1
O=C(c1cc2c(=O)n3ccccc3nc2s1)N1CCN(c2cccc(Cl)c2)CC1 | 9 | 1.0 | 3 | 1 | 0.88 | 0.91 | -4 | 1 | 12
COc1ccccc1NS(=O)(=O)c1ccc2ccccc2c1 | 0 | 1.1 | 3 | 3 | 0.96 | 1 | -6 | -1 | 4
O=C(NCc1ccc2c(c1)OCO2)C1CCC(CNc2c(N3CCCCC3)c(=O)c2=O)CC1 (stereo unspecified) | 3 | 0.5 | 3 | 0 | 0.84 | 0.97 | -10 | -5 | 16
COc1ccc(/C=N/OCC(=O)NC(c2ccccc2)c2ccccc2)c(OC)c1 | -9 | 3.6 | -5 | -3 | 0.9 | 1.1 | 0 | 2 | 10
Cc1ccc(C)c(NC(=S)NC(C)C(c2ccccc2)N2CCN(C)CC2)c1 (stereo unspecified) | 4 | 0.6 | -5 | 0 | 1 | 0.96 | 1 | 4 | 0
CCC(C(=O)OCC(=O)Nc1cc(Cl)ccc1Cl)c1ccccc1 (stereo unspecified) | -7 | 0.8 | 0 | -6 | 1.1 | 1.1 | -3 | 0 | -13
COc1ccc(N2C(S)=C(C#N)C(=O)NC2c2ccc(OC)c(OC)c2)cc1 (stereo unspecified) | 8 | -3.5 | -3 | 0 | 0.92 | 0.92 | -11 | -2 | 8
CCc1cccc2c(C(=O)COC(=O)/C=C/c3ccc(O)c(OC)c3)c[nH]c12 | 8 | 0.9 | -6 | 0 | 0.91 | 0.92 | -3 | 5 | 9
COc1ccc(C2SCCN2S(=O)(=O)c2ccc(NC(C)=O)cc2)cc1 (stereo unspecified) | -2 | -0.7 | -2 | -6 | 1.2 | 1 | -5 | 1 | -16
COc1ccc(C(=O)OCC(=O)NC(=O)NC2CCCC2)cc1OC | -4 | -0.7 | 0 | 1 | 0.79 | 1 | -1 | 3 | 21
COC(=O)c1[nH]c2cccc(Cl)c2c1NC(=O)CN1CCN(CCO)CC1 | -6 | -0.5 | 0 | 2 | 1.1 | 1.1 | 0 | 3 | -11
COc1cc(S(=O)(=O)Nc2ccc3nc(C)sc3c2)ccc1NC(C)=O | 10 | 68* | 1 | -1 | 0.91 | 0.91 | 2 | 0 | 10
COc1ccc(C2=NN(c3nc(-c4ccc(CNC(C)=O)cc4)cs3)C(c3ccco3)C2)cc1 (stereo unspecified) | 18 | -3.3 | -5 | -3 | 0.97 | 0.81 | -4 | -2 | 2
Cc1cccc(-c2oc3ccc(-c4ccc5c(c4)OCO5)cc3c2-c2ccc(OC3CCCCO3)cc2)c1 (stereo unspecified) | -7 | -0.4 | -5 | -6 | 1 | 1.1 | -7 | -2 | 0
CN(C)C(CNC(=O)CN1C(=O)NC2(CCc3ccccc32)C1=O)c1ccco1 (stereo unspecified) | 2 | -0.3 | 0 | 0 | 0.92 | 0.98 | -1 | 0 | 8
CCn1cc(C2=NOC(C(=O)Nc3cccc(C(C)=O)c3)C2)c(C)n1 (stereo unspecified) | -3 | 2.3 | -1 | 2 | 1 | 1 | 0 | 2 | -3
CCCc1cc(=O)[nH]c(SCC(=O)Nc2c(C)cccc2C)n1 | 0 | 0.0 | -1 | -1 | 0.89 | 1 | -2 | 1 | 11
COc1ccc(C2C(C#N)=C(/N=C/N3CCOCC3)OC3=C2C(=O)CC(C)(C)C3)cc1OC (stereo unspecified) | 2 | -3.5 | 1 | 0 | 1 | 0.98 | -4 | 2 | -2
O=C(c1ccc2c(c1)OCO2)N1CCOCC1 | -7 | -0.8 | 0 | 2 | 0.98 | 1.1 | -7 | -1 | 2
Nc1nc(-c2ccccc2)c(N=Nc2ccc(Cl)cc2)s1 | 20 | 7.0 | -1 | -3 | 0.67 | 0.8 | 5 | 7 | 33
O=C(N/N=C\c1cc(Br)cs1)C1COc2ccccc2O1 (stereo unspecified) | 3 | -2.3 | -3 | 3 | 0.91 | 0.97 | -3 | -3 | 9
COc1ccc(OCC(=O)NNC(=O)C2CCC2)cc1 | 7 | -2.0 | 0 | 3 | 1.1 | 0.93 | -9 | -5 | -6

Full records, looked up by structure.
Entry for CN(C)C(CNC(=O)CN1C(=O)NC2(CCc3ccccc32)C1=O)c1ccco1 (stereo unspecified) : mIAP inh = 2; MPTP inh = -0.3; MIN6 prolif = 0; NR3A LBD binder = 0; hIAP act = 0.92; mIAP activ = 0.98; A3G deaminase = -1; APOBEC3A inh = 0; hIAP block = 8
Entry for Nc1nc(-c2ccccc2)c(N=Nc2ccc(Cl)cc2)s1 : mIAP inh = 20; MPTP inh = 7.0; MIN6 prolif = -1; NR3A LBD binder = -3; hIAP act = 0.67; mIAP activ = 0.8; A3G deaminase = 5; APOBEC3A inh = 7; hIAP block = 33

(list continues)
SMILES | mIAP inh | MPTP inh | MIN6 prolif | NR3A LBD binder | hIAP act | mIAP activ | A3G deaminase | APOBEC3A inh | hIAP block
CC(=O)N(CCCN1CCOCC1)Cc1ccncc1 | -10 | 10 | 0 | 4 | 1.1 | 1.1 | 5 | 6 | -12
CN(C)c1ccc(NC(=O)c2cc3c(=O)n4ccccc4nc3n2C)cc1 | 13 | 0.1 | 0 | -6 | 0.77 | 0.87 | -7 | -7 | 23
Cc1ccc(NC(=S)N(CCN2CCCCC2)Cc2ccco2)cc1 | 4 | 11 | 0 | -5 | 0.83 | 0.96 | -6 | 0 | 17
CN(CCC1CCCCO1)Cc1cn(C)nc1-c1ccc2c(c1)OCCO2 (stereo unspecified) | 11 | 2.6 | -1 | -2 | 0.94 | 0.89 | -3 | -1 | 6
c1ccc(C2=Nn3c(nnc3-c3cccnc3)SC2)cc1 | -5 | -1.0 | 3 | -2 | 0.99 | 1 | -2 | -1 | 1
C/C(=N\NC(=O)CSc1nc(C)cc(C)n1)c1ccc([N+](=O)[O-])cc1 | 11 | 5.3 | -1 | 3 | 1.2 | 0.89 | -8 | -2 | -16
O=C(Cc1ccsc1)N1CCc2c([nH]c3ccccc23)C1c1ccccn1 (stereo unspecified) | 0 | -3.7 | -1 | -1 | 0.76 | 1 | -3 | 1 | 24
COc1ccccc1NC1=Nc2cccc3cccc1c23 | 11 | 1.3 | -1 | 6 | 1 | 0.89 | -8 | -2 | -4
CCOCc1nnc(NC(=O)c2ccc3c(c2)OCO3)s1 | 5 | -0.8 | -4 | 2 | 1.3 | 0.95 | -3 | 1 | -29
O=C(Nc1c2c(nn1-c1ccc(F)cc1)CS(=O)C2)c1ccc2c(c1)OCO2 (stereo unspecified) | 6 | -1.0 | -3 | -1 | 1.1 | 0.94 | -8 | 1 | -14
COc1ccc(OC)c(N=C(C)C2=C(O)COC2=O)c1 | 0 | -1.3 | -1 | 0 | 0.87 | 1 | 1 | -1 | 13
CC1(C)C(=O)Nc2ccccc2N1C(=O)COC(=O)/C=C/c1ccc(OC(F)F)cc1 | 3 | 0.7 | -1 | 4 | 1 | 0.97 | -6 | 5 | 0
CCN(CC)C(=O)c1ccc(S(=O)(=O)Cc2ccc(C)cc2)c([N+](=O)[O-])c1 | 2 | -1.0 | -4 | 1 | 0.95 | 0.98 | -9 | -2 | 5
O=C(CN1C(=O)c2cccc3cccc1c23)NCc1ccc2c(c1)OCO2 | 8 | -1.7 | 0 | 2 | 0.99 | 0.92 | -2 | 1 | 0
O=C(Cc1ccccn1)Nc1ccccc1 | 1 | -1.4 | -5 | -2 | 0.86 | 0.99 | 0 | 2 | 14
Cc1cc(C)n(-c2cc(N3CCN(C(=O)c4cccc(F)c4)CC3)ccc2[N+](=O)[O-])n1 | 12 | -3.0 | -1 | 0 | 1 | 0.88 | -3 | 0 | -2
